High-throughput results as filed in PubChem.
A3A deaminase: APOBEC3A ssDNA deaminase inhibitors, primary screen, selectivity assay for APOBEC3G inhibitor project, biochemical, FAM/TAMRA oligo cleavage fluorescence. DNA dC->dU-editing enzyme APOBEC-3A (Homo sapiens), P31941. recombinant A3A, FAM/TAMRA ssDNA deamination fluorescence. inhibition, % at 20 µM. 330,000 tested, 0.41% active. AID 493011, 2011;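 active = at least 40% inhibition at 20 µM here, with at most 30% in a related deaminase screen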;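 note: plate controls were A3A with DMSO for no effect and wells lacking A3A enzyme for full effect; some results filed as inactive read as strong as hits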
Target sequence (P31941 whole entry, looked up): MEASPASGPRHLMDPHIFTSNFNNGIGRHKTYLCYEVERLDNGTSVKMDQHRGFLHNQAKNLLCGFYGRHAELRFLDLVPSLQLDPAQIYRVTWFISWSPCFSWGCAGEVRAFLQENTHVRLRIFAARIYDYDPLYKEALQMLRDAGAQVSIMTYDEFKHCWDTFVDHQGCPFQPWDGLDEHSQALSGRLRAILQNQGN
TIM10 inh: growth inhibitors of isogenic TIM10 control yeast, primary screen, counter-screen for tim10-1 yeast inhibitor project, luminescence, uHTS. S. cerevisiae TIM10 strain growth, BacTiter-Glo luminescence, 24 h. inhibition, % at 10 µM. 330,000 tested, 1.4% active. AID 463195, 2010;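 active = inhibition of 40% or more at the single tested concentration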;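 note: wild-type TIM10 isogenic control strain grown at permissive 25 °C; 0% = DMSO yeast wells and 100% = minimal medium wells without yeast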
mIAP activ: activators of mouse IAP, primary screen, biochemical, luminescence, uHTS. intestinal alkaline phosphatase [Mus musculus]. 330,000 tested, 0.24% active. activation factor at 10 µM. AID 2805, 2010. muIAP, CDP-Star luminescence, 30 min; stronger effect = higher value; 1 = vehicle-only enzyme signal, 0 = enzyme-free wells;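 active = activation factor of at least 2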; note: the source names both 10 and 20 µM as test concentration; values of inactives mirror those of a sister screen read the other way
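also added = chemiluminescent substrate CDP-Star | test system = mouse IAP enzyme | signal = chemiluminescence readout | compound = DMSO-dissolved test compounds | incubation = 30 min at room temperature | benchmarks = DMSO wells, no-enzyme wells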
NLRP3 yeast inh: NALP3 inflammasome inhibitors in reconstituted yeast, primary screen, luminescence, uHTS. Yeast reconstituted NLRP3/ASC/caspase-1, beta-gal luminescence, 24 h. inhibition, % at 10 µM. 330,000 tested, 0.39% active. AID 2825, 2010;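 active = inhibition of 50% or more; inactive = inhibition below 50%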;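 note: plate controls were induced DMSO wells for no effect and uninduced yeast grown without galactose for full effect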
MIN6 prolif: inducers of MIN6 beta-cell proliferation, primary screen, ATP luminescence, uHTS; AID 2380, 2010; proliferation, % at 10 µM; 330,000 tested, 0.29% active; MIN6 cells proliferation, ATPlite luminescence, 48 h; cells starved in 0.2% serum; 100% = growth in 10% serum;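 active = compounds whose signal lies at least 3.5 SD above the mean of all wells on their plate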;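 note: 0% = DMSO-treated cells in low-serum medium and 100% = 10% serum control; some compounds called inactive have numbers as strong as hits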
tim10-1 inh: growth inhibitors of tim10-1 mutant yeast, primary screen, luminescence, uHTS; 330,000 tested, 2.2% active; AID 463190, 2010; S. cerevisiae tim10-1 ts strain growth, BacTiter-Glo, 24 h; inhibition, % at 20 µM;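 active = inhibition of at least 40%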;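 note: mutant grown at 25 °C; 0% = DMSO wells with yeast and 100% = wells holding no yeast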
hIAP block: human IAP inhibitors, primary screen, biochemical, luminescence, uHTS. 330,000 tested, 0.12% active. Intestinal-type alkaline phosphatase (Homo sapiens), P09923. AID 2544, 2010. purified IAP, CDP-Star luminescence, 30 min. inhibition, % at 10 µM;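 active = inhibition reaching a set limit with compound at 10 µM in the primary screen, cut at about 35% in these data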;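 note: plate controls were DMSO wells with enzyme for no effect and no-enzyme buffer wells for full effect; values of inactives mirror those of a sister screen read the other way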
A3G deaminase: APOBEC3G DNA deaminase inhibitors, primary screen, biochemical, fluorescence, single-stranded DNA substrate, uHTS | DNA dC->dU-editing enzyme APOBEC-3G (Homo sapiens), Q9HC16 | recombinant A3G, ssDNA deamination FAM/TAMRA fluorescence | inhibition, % at 20 µM | 330,000 tested, 0.28% active | AID 493012, 2011;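 active = inhibition of at least 40% at 20 µM, with no more than 30% in the related APOBEC3A deaminase screen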;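 note: plate controls were DMSO wells with A3G for no effect and wells lacking A3G enzyme for full effect; some compounds called inactive have numbers as strong as hits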
Target sequence (Q9HC16 whole entry, looked up): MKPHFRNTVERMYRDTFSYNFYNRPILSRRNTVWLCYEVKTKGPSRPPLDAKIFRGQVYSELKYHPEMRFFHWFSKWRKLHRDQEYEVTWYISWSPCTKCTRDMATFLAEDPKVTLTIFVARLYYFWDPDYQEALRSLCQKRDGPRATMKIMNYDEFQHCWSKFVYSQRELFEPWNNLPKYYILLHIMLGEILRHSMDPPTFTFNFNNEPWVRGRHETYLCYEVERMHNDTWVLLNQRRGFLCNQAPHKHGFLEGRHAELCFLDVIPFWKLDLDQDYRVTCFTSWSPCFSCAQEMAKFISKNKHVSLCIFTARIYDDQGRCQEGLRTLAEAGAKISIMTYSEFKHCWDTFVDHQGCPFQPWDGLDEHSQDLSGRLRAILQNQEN
mIAP block: inhibitors of mouse IAP, primary screen, biochemical, luminescence, uHTS. AID 2806, 2010. purified mouse IAP, CDP-Star luminescence, 30 min. intestinal alkaline phosphatase [Mus musculus]. inhibition, % at 10 µM. 330,000 tested, 0.2% active;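 active = inhibition of at least 40% at 10 µM in the primary screen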;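 note: plate controls were DMSO with enzyme for no effect and no enzyme wells for full effect; values of inactives mirror those of a sister screen read the other way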
An asterisk follows results filed as active; x = no result given.

SMILES	A3A deaminase	TIM10 inh	mIAP activ	NLRP3 yeast inh	MIN6 prolif	tim10-1 inh	hIAP block	A3G deaminase	mIAP block
COc1ccc(CN(C)C(=O)c2ccc(NS(=O)(=O)c3ccc(F)cc3)cc2)c(OC)c1	1	13	0.95	5	-3	12	2	-3	5
CC1CCCCC1NC(=O)COC(=O)CCC(=O)c1cccs1 (stereo not given)	-1	-2	0.95	18	-3	14	1	-6	5
COc1cccc(CN2CCN(C(=S)NCc3ccc(Cl)cc3)CC2)c1	0	17	1.2	33	-1	6	5	-13	-17
COC(=O)c1cc(Oc2ccc(C(=O)OC)cc2N)cc(C(=O)OC)c1	-1	13	0.97	21	-2	18	0	-3	3
CSc1ccc(S(=O)(=O)NCCCn2ccnc2)cc1	-3	-3	1	17	-2	2	-6	-8	-2
O=C(OCc1ccc([N+](=O)[O-])cc1)C1CCN(S(=O)(=O)c2ccccc2)CC1	1	34	0.92	17	0	34	7	-3	8
Oc1c(Br)cc(Br)cc1C=NCc1ccc(F)cc1	3	19	0.85	3	-5	51*	4	3	15
NC(=O)CC(NC(=O)Cc1ccc(Br)cc1)c1ccc(NC2CC3CCC2C3)c([N+](=O)[O-])c1 (stereo not given)	-6	11	0.89	21	-8	21	2	-8	11
CCc1nc(C)cn1S(=O)(=O)c1cc(Br)ccc1OC	-1	25	0.89	12	-1	29	-3	-4	11
CN(C)c1ccc(-c2noc(C3CCN(S(=O)(=O)c4cccc(C(=O)O)c4)CC3)n2)cc1	-2	-3	1	-8	-4	7	5	0	-3
CCOC(=O)c1c(N2C(=O)CC(Sc3ccccc3C(=O)O)C2=O)sc(C)c1C (stereo not given)	1	-6	0.85	20	-2	20	-4	-4	15
CCN(CC(=O)Nc1cc(Cl)ccc1C)C(=O)COc1ccccc1F	2	9	0.97	17	7	5	21	-1	2
CCOC(=O)C1CCCN(c2ncnc3c2cnn3-c2ccc(Cl)cc2)C1 (stereo not given)	-1	7	0.92	14	-4	21	9	-4	8
COC(=O)c1sccc1-n1cccc1C(=O)N1CCOCC1	-3	-2	0.94	12	1	3	-13	-9	6
CCC(=O)N1CCN=C1SCc1ccccc1Cl	-1	8	0.91	-9	1	16	12	-3	9
COc1ccc(OC)c2c(N)c(C#N)c(C(F)(F)C(F)(F)F)nc12	0	-1	0.96	14	0	8	-7	-1	4
CCC(=O)Oc1oc(-c2ccccc2)nc1C=Nc1ccccc1OC	-2	40	1.1	-11	-1	50*	-28	-3	-6
Cc1cc(NC(=O)C(C)SCC(=O)Nc2ccccc2OC(F)F)no1 (stereo not given)	5	3	1.1	-5	1	13	9	2	-8
O=S(=O)(CCSc1nc2ccccc2s1)c1nc2ccccc2s1	3	34	0.96	49	-6	14	9	1	4
Cc1nn(CCc2n[nH]c(=S)n2C2CCCCC2)c(C)c1Br	8	12	0.9	24	-1	28	7	4	10
Cc1ccc(C(=O)OCC(=O)NCCc2ccccc2)cc1S(=O)(=O)N1CCOCC1	4	1	1	13	0	19	3	-6	-1
CCc1sc(N(C(=O)Cc2ccccc2)c2ccccc2)nc1-c1ccccc1	-3	-1	0.94	19	0	19	-8	0	6
O=C(O)CC1(CC(=O)N2CCN(CCO)CC2)CCCC1	-3	14	1	10	5	11	7	-6	0
OC(CN1CCN(Cc2ccccc2)CC1)c1ccccc1 (stereo not given)	-1	7	0.97	15	1	0	-5	-8	3
Clc1ccc(CNCCC2=CCCCC2)cc1	-2	-17	1.1	9	-3	0	-25	-6	-12
Other records.
SMILES	A3A deaminase	TIM10 inh	mIAP activ	NLRP3 yeast inh	MIN6 prolif	tim10-1 inh	hIAP block	A3G deaminase	mIAP block
COc1cc2oc(=O)cc(-c3ccc(-c4ccc(CO)cc4)cc3)c2c(OC)c1OC	5	0	0.99	x	x	11	x	6	1
Cc1ccc(C2C(C(=O)O)c3ccccc3C(=O)N2C)o1 (stereo not given)	-3	-18	1.2	8	0	-8	-17	0	-16
O=C(OCc1ccccc1)c1cccnc1Cl	-1	-1	0.93	3	-1	5	6	-8	7
COc1ccc(C2=NOC(C(=O)Nc3ccc(C(C)=O)cc3)C2)cc1OC (stereo not given)	-6	6	0.98	15	-2	21	-2	-7	2
Fc1ccc(CN2CCSCC2)cc1Br	-4	-12	0.88	-7	-2	21	-12	-8	12
CC(C)C(=O)Nc1ccc(C(=O)NNC(=O)c2cccs2)cc1	3	2	0.94	10	2	-2	8	3	6
CCOc1cc(/C=N/NC(=O)CSc2nncn2C)ccc1OCc1ccccc1	0	3	1.1	10	0	-4	19	-3	-7
COc1cccc(C2C(C(=O)c3cccs3)=C(O)C(=O)N2CCN(C)C)c1OC (stereo not given)	9	-2	0.98	-14	1	10	2	-5	2
Nc1nnc(COc2ccc(Br)cc2Br)s1	2	15	1.1	7	-4	9	-3	3	-15
Cc1cc(C)c2c(N)c(S(=O)c3ccc(C(C)(C)C)cc3)sc2n1 (stereo not given)	-4	35	0.99	8	-3	63*	-15	-10	0
Cc1nn(C)cc1-c1cc(C(=O)O)c2ccccc2n1	-5	-3	1.1	4	-2	25	-20	-5	-6
Cc1ccc(C(=O)N2CCN(Cc3ccccc3)CC2)cc1S(=O)(=O)N1CCOCC1	0	-2	0.92	5	6	-7	-5	-8	8
c1ccc(OCCn2cnc3ccccc32)cc1	2	4	0.96	31	3	16	12	-5	4
COc1ccc(Nc2nc(N3CCN(S(=O)(=O)N(C)C)CC3)nc3ccccc23)cc1	-6	37	1.1	29	0	13	-11	-8	-12
O=c1cc(CN2CCN(S(=O)(=O)/C=C/c3ccccc3)CC2)c2ccc(O)cc2o1	-3	-2	1.1	-1	0	21	1	-3	-5
N#Cc1ccc(/C=C/C(=O)c2ccccc2)cc1	0	34	0.95	44	-5	48*	17	-4	5
Cc1cccc(-c2nc(CSCC(=O)NCc3cccs3)c(C)o2)c1	-1	24	0.99	12	-1	23	12	-6	1
COC(=O)c1ccc(C(=O)Nc2ccc3nc(-c4cccnc4)[nH]c3c2)cc1	1	8	0.95	-12	-3	13	9	0	5
Cc1ccccc1SCC(=O)OCC(=O)N1CC(=O)Nc2ccccc21	-3	7	1	7	-1	7	16	-5	0
c1ccc(-c2noc(-c3cccnc3)n2)nc1	1	4	1.1	14	-3	10	-6	2	-14
NS(=O)(=O)c1ccc(CCNC(=O)COC(=O)/C=C/c2ccc(OC(F)F)cc2)cc1	0	11	0.91	3	-2	-5	-8	-1	9
COc1ccc(C(=O)N(c2ccc(OC)cc2)S(=O)(=O)c2cccs2)cc1	-1	17	0.98	3	0	14	10	-5	2
COc1cccc(CNn2cnnc2)c1O	-5	-26	1.2	7	-3	9	-20	-3	-15
CCOC(=O)c1sc(NC(=O)CSc2nc3c(c(=O)n2-c2ccc(C)cc2)SCC3)c(C(=O)OCC)c1C	-3	4	0.86	13	-3	-4	16	0	14
COC(=O)c1ccc(NC(=O)CCN2CCN(Cc3ccccc3)CC2)cc1	-2	-8	1.1	8	-1	-6	-19	-2	-11

15 entries from above, with bars between the fields:
canonical_smiles | A3A deaminase | TIM10 inh | mIAP activ | NLRP3 yeast inh | MIN6 prolif | tim10-1 inh | hIAP block | A3G deaminase | mIAP block
OC(CN1CCN(Cc2ccccc2)CC1)c1ccccc1 (stereo not given) | -1 | 7 | 0.97 | 15 | 1 | 0 | -5 | -8 | 3
Clc1ccc(CNCCC2=CCCCC2)cc1 | -2 | -17 | 1.1 | 9 | -3 | 0 | -25 | -6 | -12
COc1cc2oc(=O)cc(-c3ccc(-c4ccc(CO)cc4)cc3)c2c(OC)c1OC | 5 | 0 | 0.99 | x | x | 11 | x | 6 | 1
Cc1ccc(C2C(C(=O)O)c3ccccc3C(=O)N2C)o1 (stereo not given) | -3 | -18 | 1.2 | 8 | 0 | -8 | -17 | 0 | -16
O=C(OCc1ccccc1)c1cccnc1Cl | -1 | -1 | 0.93 | 3 | -1 | 5 | 6 | -8 | 7
COc1ccc(C2=NOC(C(=O)Nc3ccc(C(C)=O)cc3)C2)cc1OC (stereo not given) | -6 | 6 | 0.98 | 15 | -2 | 21 | -2 | -7 | 2
Fc1ccc(CN2CCSCC2)cc1Br | -4 | -12 | 0.88 | -7 | -2 | 21 | -12 | -8 | 12
CC(C)C(=O)Nc1ccc(C(=O)NNC(=O)c2cccs2)cc1 | 3 | 2 | 0.94 | 10 | 2 | -2 | 8 | 3 | 6
CCOc1cc(/C=N/NC(=O)CSc2nncn2C)ccc1OCc1ccccc1 | 0 | 3 | 1.1 | 10 | 0 | -4 | 19 | -3 | -7
COc1cccc(C2C(C(=O)c3cccs3)=C(O)C(=O)N2CCN(C)C)c1OC (stereo not given) | 9 | -2 | 0.98 | -14 | 1 | 10 | 2 | -5 | 2
Nc1nnc(COc2ccc(Br)cc2Br)s1 | 2 | 15 | 1.1 | 7 | -4 | 9 | -3 | 3 | -15
Cc1cc(C)c2c(N)c(S(=O)c3ccc(C(C)(C)C)cc3)sc2n1 (stereo not given) | -4 | 35 | 0.99 | 8 | -3 | 63* | -15 | -10 | 0
Cc1nn(C)cc1-c1cc(C(=O)O)c2ccccc2n1 | -5 | -3 | 1.1 | 4 | -2 | 25 | -20 | -5 | -6
Cc1ccc(C(=O)N2CCN(Cc3ccccc3)CC2)cc1S(=O)(=O)N1CCOCC1 | 0 | -2 | 0.92 | 5 | 6 | -7 | -5 | -8 | 8
c1ccc(OCCn2cnc3ccccc32)cc1 | 2 | 4 | 0.96 | 31 | 3 | 16 | 12 | -5 | 4

Additional results follow.
SMILES	A3A deaminase	TIM10 inh	mIAP activ	NLRP3 yeast inh	MIN6 prolif	tim10-1 inh	hIAP block	A3G deaminase	mIAP block
Cc1nc(CNS(=O)(=O)c2ccc3c(c2)CCCC3)cs1	2	2	0.94	8	1	23	5	-2	6
NNC(=O)c1nc(Cl)c(Cl)c(N)c1Cl	8	-2	1	12	-1	0	4	-3	-1
CCOC(=O)c1c(C)c(C(=O)N2CCN(c3ccc(F)cc3)CC2)c(C)n1C	1	27	1	6	-1	32	14	-8	0
CN(C)c1ccc(/C=C/C(=O)c2ccc3c(c2)OCCO3)cc1[N+](=O)[O-]	-3	43*	0.85	23	-6	36	-5	-2	15
O=S(=O)(c1cccs1)n1nnc2ccccc21	-4	2	0.93	9	1	-7	-8	-2	7
COCCN(C(=O)C(C)C)c1nnc(-c2ccc(C)cc2)s1	4	5	0.96	17	-3	20	5	0	4
COc1ccc(C)cc1C(=O)CCC(=O)NC1CCCCC1	-2	10	0.91	8	1	9	3	-7	10
NS(=O)(=O)c1ccc(CCNCC(=O)NC2CC2)cc1	2	-1	1	6	-3	-5	5	-3	-1
CC(C)(C)OC(=O)N1CCC[C@H]1C(=O)NCC1CCC(C(=O)O)CC1 (stereo not given in full)	-2	3	0.99	7	-2	1	15	-3	1
